PAFAH2 FP inh: PAFAH2 enzyme inhibitors, primary screen, biochemical, fluorescence polarization, human. inhibition, % at 3.39 µM. Platelet-activating factor acetylhydrolase 2, cytoplasmic (Homo sapiens), Q99487. AID 492956, 2010. actives 0.99% (n = 340,000). recombinant PAFAH2, FP-rhodamine activity probe;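 active means inhibition above the mean over all tested compounds plus 3 SD, cut at about 30% in these data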;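 further: inhibitors block probe labeling of enzyme so polarization drops; 0% = enzyme with DMSO and 100% = wells lacking PAFAH2 protein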
PME-1 primary: PME-1 inhibitors via competitive probe labeling, primary screen, biochemical, fluorescence polarization, FP-Rh probe, HTS; Protein phosphatase methylesterase 1 (Homo sapiens), Q9Y570; recombinant PME-1; inhibition, % at 5.9 µM; actives 0.53% (n = 320,000); AID 2130, 2009;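 active means inhibition above the campaign mean of all compounds plus 3 SD, cut at about 26% in these data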;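 further: competitive labeling of PME-1 active site by serine hydrolase directed probe; 0% = PME-1 with DMSO and 100% = wells lacking PME-1 enzyme; inhibitors block probe labeling so polarization falls and inhibition rises; many of its hits are not listed in these tables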
Target sequence (Q9Y570 whole entry, looked up): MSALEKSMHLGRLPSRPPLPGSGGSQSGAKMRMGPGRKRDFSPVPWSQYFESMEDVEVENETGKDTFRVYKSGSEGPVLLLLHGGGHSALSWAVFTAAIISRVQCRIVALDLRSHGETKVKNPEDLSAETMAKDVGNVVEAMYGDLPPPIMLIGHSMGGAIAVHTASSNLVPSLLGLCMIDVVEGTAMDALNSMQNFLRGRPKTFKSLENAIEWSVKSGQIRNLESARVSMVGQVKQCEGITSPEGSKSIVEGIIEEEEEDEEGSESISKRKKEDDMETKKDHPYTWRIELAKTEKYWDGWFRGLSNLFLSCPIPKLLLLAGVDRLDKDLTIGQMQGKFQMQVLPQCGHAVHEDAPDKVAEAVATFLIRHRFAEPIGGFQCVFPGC
PAD4 FP inh: human PAD4 inhibitors, primary screen, biochemical, fluorescence polarization, 1536-well format; recombinant PAD4, RCA probe fluorescence polarization; inhibition, % at 6.36 µM; actives 0.41% (n = 330,000);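 active means percent inhibition above a cutoff equal to the mean of all tested compounds plus 3 SD, cut at about 15% in these data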;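 further: 0% = PAD4 with RCA probe and DMSO and 100% = probe without PAD4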
PAFAH1B3 FP inh: PAFAH1B3 enzyme inhibitors, primary screen, biochemical, fluorescence polarization, human. recombinant PAFAH1B3, FP-rhodamine probe. AID 492972, 2010. inhibition, % at 3.39 µM. actives 0.28% (n = 340,000). Platelet-activating factor acetylhydrolase IB subunit alpha1 (Homo sapiens), Q15102;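 active means inhibition above the screen-wide average of all tested compounds plus 3 SD, cut at about 25% in these data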;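 further: 0% = enzyme with DMSO only and 100% = wells lacking PAFAH1B3 protein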
GSTO1 counter: inhibitors of recombinant GSTO1, primary screen, counter-screen for RBBP9 inhibitor project, biochemical, fluorescence polarization. Glutathione S-transferase omega-1 (Homo sapiens), P78417. activity-based probe fluorescence polarization. inhibition, % at 5.96 µM. actives 1.1% (n = 300,000). AID 1974, 2009;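 active means inhibition above the campaign mean inhibition plus 3 SD, cut at about 35% in these data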;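 further: 0% = GSTO1-1 with DMSO and 100% = wells lacking GSTO1-1 enzyme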
Target sequence (P78417 whole entry, looked up): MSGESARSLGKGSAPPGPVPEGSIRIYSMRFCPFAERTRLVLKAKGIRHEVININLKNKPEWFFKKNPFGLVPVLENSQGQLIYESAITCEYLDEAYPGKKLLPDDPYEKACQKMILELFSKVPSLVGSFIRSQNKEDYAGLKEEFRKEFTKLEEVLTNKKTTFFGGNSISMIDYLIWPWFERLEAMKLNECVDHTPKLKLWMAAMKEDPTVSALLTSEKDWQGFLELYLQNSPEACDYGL
PAFAH1B2 inh: PAFAH1B2 enzyme inhibitors, primary screen, biochemical, fluorescence polarization, human; Platelet-activating factor acetylhydrolase IB subunit alpha2 (Homo sapiens), P68402; recombinant PAFAH1B2, FP-rhodamine activity probe; inhibition, % at 3.39 µM; actives 1.2% (n = 340,000); AID 492953, 2010;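 active means inhibition above the mean of all tested compounds plus 3 SD, cut at about 24% in these data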;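 further: 0% = enzyme with DMSO and 100% = wells lacking PAFAH1B2; many of its hits are not listed in these tables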
LYPLA1 counter: LYPLA1 inhibitors, primary screen, counter-screen for PME1 inhibitor project, biochemical, fluorescence polarization, FP-Rh probe ABPP; Acyl-protein thioesterase 1 (Homo sapiens), O75608; recombinant LYPLA1; inhibition, % at 5.9 µM; actives 0.16% (n = 320,000); AID 2174, 2009;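 active means inhibition above the mean of all tested compounds plus 3 SD, set per campaign, cut at about 14% in these data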;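 further: inhibitors block serine hydrolase probe labeling of LYPLA1 so polarization falls; 0% = enzyme with DMSO and 100% = wells lacking LYPLA1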
LYPLA2 inh: LYPLA2 inhibitors, primary screen, counter-screen for PME1 inhibitor project, biochemical, fluorescence polarization, FP-Rh probe ABPP; inhibition, % at 5.9 µM; Acyl-protein thioesterase 2 (Homo sapiens), O95372; actives 0.38% (n = 320,000); recombinant LYPLA2;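 active means inhibition above the screen-wide mean plus 3 SD, limit set per campaign, cut at about 26% in these data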;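 further: 0% = LYPLA2 with DMSO and 100% = wells lacking LYPLA2 enzyme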
Target sequence (O95372 whole entry, looked up): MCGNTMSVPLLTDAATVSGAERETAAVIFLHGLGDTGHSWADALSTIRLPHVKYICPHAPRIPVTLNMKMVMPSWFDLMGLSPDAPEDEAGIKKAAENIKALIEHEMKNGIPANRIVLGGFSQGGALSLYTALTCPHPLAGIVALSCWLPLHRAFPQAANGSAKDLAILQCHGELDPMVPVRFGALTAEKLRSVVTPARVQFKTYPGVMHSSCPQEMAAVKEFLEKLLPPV
pPAFAH inh: pPAFAH enzyme inhibitors, primary screen, biochemical, fluorescence polarization, human; inhibition, % at 3.39 µM; recombinant pPAFAH, FP-rhodamine probe fluorescence polarization; actives 1.5% (n = 330,000); Platelet-activating factor acetylhydrolase (Homo sapiens), Q13093;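 active means inhibition above the mean inhibition across the screen plus 3 SD, cut at about 25% in these data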;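 further: inhibitors block binding of the rhodamine activity-based probe so polarization drops; 0% = enzyme with DMSO and 100% = wells lacking pPAFAH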
Numbers without * were called inactive; . = no result given. Only part of the results is shown, so the mix of outcomes need not match the whole.

SMILES	PAFAH2 FP inh	PME-1 primary	PAD4 FP inh	PAFAH1B3 FP inh	GSTO1 counter	PAFAH1B2 inh	LYPLA1 counter	LYPLA2 inh	pPAFAH inh
COC(=O)c1ccc(S(=O)(=O)N2C3CCC2CC(NC(=O)C2CC2)C3)cc1 (stereo not given)	6.2	1.1	-3.8	-1.2	6.9	-2.0	4.0	14.7	3.6
COCCN1Cc2cccc(C(=O)NCc3ccc4c(c3)OCO4)c2C1=O	1.9	-2.7	3.5	7.9	5.4	2.5	-1.6	-2.5	2.9
O=c1cc(N2CCOCC2)[nH]c(=O)n1Cc1ccc(F)cc1	-1.5	4.0	-4.0	5.6	7.8	0.4	1.4	-3.5	2.8
CN(c1ccccc1)c1ccc(/C=N/NC(=O)CC#N)cc1	-3.9	1.3	-10.1	2.0	0.7	4.1	-1.1	3.9	20.0
COc1ccc(C(=O)N[C@H](C(=O)Nc2ccc(S(=O)(=O)N3CCOCC3)cc2)C(C)C)cc1	-0.4	15.2	5.5	7.0	-0.2	4.2	5.6	5.0	1.8
COCCNC(=O)c1nc2ccccc2s1	2.6	-8.1	-6.2	14.2	1.7	-1.7	1.6	0.1	-8.9
CC(C)N(Cc1ccccc1)C(=O)COC(=O)CCC(=O)c1ccc(F)cc1	-0.4	3.7	-2.8	3.4	.	5.3	2.1	5.9	2.0
O=C(CN1CCCCC1)N1c2ccccc2CCc2ccccc21	4.0	-7.2	-1.7	6.4	1.9	3.4	2.6	4.2	2.2
COc1ccccc1CC(=O)Nc1nc(-c2ccc(F)c(F)c2)cs1	-25.7	-17.6	-1.9	-3.3	-9.6	1.2	-14.1	-21.2	-3.8
O=C(CCCCCN1C(=O)c2ccccc2C1=O)Nc1ccc(C(=O)O)cc1	1.7	3.7	-5.7	6.0	-7.5	1.5	-1.9	-3.5	-4.4
CCOC(=O)C1CCCN(c2nc3ccccc3nc2C(C#N)C(=O)OC(C)COC)C1 (stereo not given)	1.3	2.2	-2.6	-0.1	0.3	-1.2	-6.2	-1.5	15.7
CCn1cc(C(=O)N[C@@H](C)C(=O)NCCCn2ccnc2)c(=O)c2cc3c(cc21)OCO3	-3.8	8.8	0.5	-0.4	5.4	1.6	1.4	4.1	-1.2
Cc1ccc(/C=N/NC(=O)c2ccc(Cn3cc([N+](=O)[O-])cn3)o2)cc1	-8.5	3.0	1.7	2.4	5.5	2.0	-2.2	2.6	1.5
COc1ccc(Nc2nc3ccccc3nc2NS(=O)(=O)c2cccs2)c(OC)c1	14.9	-0.5	-2.9	10.6	4.7	-3.6	-0.2	-8.6	9.0
COc1ccc(-c2nnc3ccc(SCC(=O)NCC4CCCO4)nn23)cc1 (stereo not given)	-8.4	1.5	3.6	8.2	4.4	-0.7	-0.3	2.8	1.9
COc1ccc(Cn2c(=S)[nH]c3ccsc3c2=O)cc1	-6.8	-10.1	4.7	13.1	16.3	1.0	-1.4	10.0	-9.5
O=C(NCC(=O)N(Cc1ccc(F)cc1)C(C(=O)NCC1CCCO1)c1ccccc1)c1ccco1 (stereo not given)	3.1	-3.0	-5.6	-1.2	-2.2	2.9	-4.6	-3.1	3.5
CC(C)(C)c1cc(C(=O)O)c(CN2CCCCC2)o1	-3.3	2.3	3.0	0.7	4.0	-1.4	2.1	4.3	-0.5
CCn1c(COc2ccc3c(c2)OCO3)nnc1SCC(=O)c1ccc(Cl)cc1	8.4	-0.7	-2.2	3.0	-2.7	7.6	1.8	1.9	2.1
OC(CNCc1ccccc1)Cn1ccc2ccccc21 (stereo not given)	8.1	2.1	0.6	-0.8	3.0	5.4	-1.5	0.4	3.1
Cc1cccc(-n2c(O)c(C=Nc3ccc4c(c3)OCO4)c3ccccc3c2=O)n1	2.3	-0.4	-0.7	-1.0	16.1	6.6	4.0	-1.2	3.5
CCc1ccccc1NC(=O)COc1cccc2ccc(C)nc12	0.2	3.5	-0.2	5.1	-1.0	-0.6	-2.8	5.2	5.0
CCOC(=O)c1cc(-c2ccccc2)n(Cc2cc(CC)no2)n1	1.4	2.4	-4.3	19.6	-0.1	7.9	-1.4	4.5	3.5
CC(C)[C@H](NC(=O)c1cccc(S(=O)(=O)N2CCOCC2)c1)C(=O)Nc1nccs1	1.6	1.8	-1.2	5.5	2.0	1.2	-1.5	0.4	5.5
CCCCNC(=O)CCCCCn1c(=O)[nH]c2cc(OC)c(OC)cc2c1=O	6.0	4.7	-0.6	8.7	6.1	5.0	-2.2	-6.6	-2.9
C/C(=N\NS(=O)(=O)c1c(C)cc(C)cc1C)c1ccncc1	-1.0	6.0	-0.4	10.3	1.3	2.9	2.2	3.1	7.0
CCCn1c(N)c(C(=O)NS(=O)(=O)c2ccc(C)cc2)c(=O)n(C)c1=O	1.1	3.3	-4.7	8.3	2.1	-4.7	1.6	5.4	-1.1
COc1ccc(COC(=O)c2n[nH]c3ccccc23)cc1F	7.0	-22.0	2.1	6.8	-2.7	-5.5	-1.0	1.1	6.0
CCC(C)Sc1nc2c(c(=O)[nH]c(=O)n2C)n1Cc1ccc(Cl)cc1 (stereo not given)	-4.9	-2.4	-1.8	-2.3	-1.8	3.5	-6.5	2.9	2.3
COC(=O)C1=C(C)NC(=O)CC1c1ccccc1OC (stereo not given)	2.3	0.5	-3.2	3.4	3.4	2.4	0.4	-5.3	3.3
CCC(=O)Oc1ccc2c(=O)c(-c3ccc4ccccc4n3)c(CC)oc2c1C	0.1	-0.8	-0.4	8.6	9.2	5.3	-1.1	0.7	-0.9
Cc1coc2cc3oc(=O)c(CC(=O)N[C@@H](CC(C)C)C(=O)O)c(C)c3cc12	-4.5	-3.1	-2.5	-1.8	0.1	4.3	-4.4	4.6	4.7
Cc1ccccc1OCC(=O)Nc1nnc(S(=O)(=O)N2CCCC2)s1	7.6	-2.9	0.1	-0.4	-54.9	2.8	-0.7	-1.6	9.3
O=C(CCSc1ccccc1)Nc1ccc(S(=O)(=O)Nc2ncccn2)cc1	-2.4	4.0	-3.5	8.6	-0.6	19.9	2.1	2.4	-0.6
COc1ccc(NC(=O)C2CCCCN2N)cc1OC (stereo not given)	-3.7	-0.4	3.1	-4.9	-5.3	0.4	0.6	10.3	6.9
CCn1c(SCC(=O)N2CCN(c3ccccc3)CC2)nc2c(c1=O)SC(C)C2 (stereo not given)	3.6	5.3	-0.7	4.1	-2.3	0.2	-0.5	-3.0	2.9
COc1ccccc1C(=O)Nc1nnc(-c2ccc(Cl)cc2)o1	-11.0	3.5	-1.7	-4.7	2.0	-2.6	-1.1	0.3	0.1
CN(CC(=O)Nc1nc2ccccc2s1)S(=O)(=O)c1ccccc1	5.5	3.7	-5.4	7.1	8.3	2.9	1.1	0.0	-1.6
Cc1ccc(NC(=O)CN2C(=O)CNC2=O)cc1	-0.6	-5.2	-2.3	5.2	-1.8	0.7	2.0	8.3	0.3
Nc1nc(N)nc(-c2ccc(Cl)c(Cl)c2)n1	-0.1	-3.0	0.8	-2.6	.	2.3	-2.8	1.6	-0.4
COc1cc(/C=N/NC(=O)COc2ccc([N+](=O)[O-])cc2)ccc1OCC(=O)N1CCOCC1	-6.2	-2.6	4.1	4.5	-0.5	2.8	-3.7	-3.2	0.3
O=C(N/N=C/c1c(F)cccc1Cl)c1cc(C2CC2)[nH]n1	0.9	-10.4	2.7	-2.4	-6.5	3.9	-0.5	4.8	4.8
COC(C/C=C\[C@H](O)[C@H](C)OCc1ccccc1)OC	1.4	-1.8	0.4	5.7	-2.8	2.2	1.7	4.4	-0.1
O=C(N/N=C/c1ccc(Cl)cc1)c1sccc1OCc1ccc(F)cc1	-24.8	-15.7	2.5	-1.4	-11.5	-5.0	-7.5	-11.3	11.3
O=C(CCN1C(=O)/C(=C/c2cccs2)SC1=S)Nc1ccc(C(=O)O)c(O)c1	20.7	-6.1	-3.8	9.3	8.0	7.3	-0.3	4.1	14.3
CCN(CC)C(=O)N1CCN(S(=O)(=O)c2c(C)cc(C)cc2C)CC1	6.0	-1.5	-6.4	3.2	-3.3	5.0	-1.5	2.3	0.8
O=C(COC(=O)c1ccc(S(=O)(=O)N2CCCC2)cc1)NCCc1ccc(F)cc1	6.2	.	-1.8	10.2	.	12.0	.	.	3.8
O=C(NCCCN1CCOCC1)c1ccc(Sc2ccccc2Cl)c([N+](=O)[O-])c1	1.5	16.0	4.0	11.1	-1.3	1.1	-1.7	2.3	24.2
Cc1ccc(OCc2nnc(SCC(=O)Nc3ccc(N4CCOCC4)cc3)o2)cc1	-5.3	-0.8	-2.6	7.7	5.7	1.8	3.4	-1.5	6.9
CC(=O)N1CCCc2cc(S(=O)(=O)NCc3ccc(C)cc3)ccc21	-5.0	-1.1	-1.9	11.9	-2.1	5.5	-0.3	-3.5	-0.4

Further compounds follow:
SMILES	PAFAH2 FP inh	PME-1 primary	PAD4 FP inh	PAFAH1B3 FP inh	GSTO1 counter	PAFAH1B2 inh	LYPLA1 counter	LYPLA2 inh	pPAFAH inh
O=C(c1cc(-c2cccs2)nn1-c1ccccc1)N1CCN(S(=O)(=O)c2ccccc2)CC1	8.9	-1.7	-3.7	4.9	-2.5	-4.0	-0.4	-5.0	0.4
CCOc1ccc(-c2nnn(CC(=O)N3CCCC3)n2)cc1OCC	-0.1	-2.3	-1.4	1.1	2.3	1.8	-2.5	1.0	-1.3
O=C(NCCN1CCCCC1)c1cc(Cl)ccc1Cl	-3.8	-1.1	-6.5	5.1	6.9	6.1	-1.8	0.1	2.3
Cn1cc([N+](=O)[O-])c(C(=O)N/N=C\c2c[nH]c3ccccc23)n1	3.3	1.4	-2.3	5.0	3.4	-1.1	2.2	5.2	-0.6
CN(C)S(=O)(=O)c1ccc(C(=O)OCCc2ccccc2)cc1	-4.4	3.9	-2.2	1.2	5.4	12.4	-0.6	3.8	5.2
CCOC(=O)CSc1nc2ccccc2c(=O)n1CC	3.3	5.2	4.5	0.6	7.6	2.6	4.5	0.9	5.4
CCn1c(C)c(C(C)=O)c(N2CCN(c3ccccc3)CC2)nc1=S	-0.9	0.7	-0.9	0.2	-11.4	-3.2	1.5	2.5	6.5
NS(=O)(=O)c1ccc(NC(=O)COC(=O)COc2ccc(Cl)cc2)cc1	-14.9	-8.1	1.7	3.6	4.8	2.2	-2.2	-3.0	8.2
CC(CNC(=O)CCn1ccc2cc(S(=O)(=O)N3CCCC3)ccc21)c1ccccc1 (stereo not given)	2.2	3.0	-2.2	6.2	2.0	9.9	-0.6	0.2	4.8
COc1ccc(NC(=O)c2ccc(NC(=O)CSc3nc(N)cc(=O)[nH]3)cc2)cc1	-22.7	-10.6	-9.4	-14.4	.	-9.2	-4.4	-6.8	1.7
